rCAG binder: binders of r(CAG) RNA repeats, primary screen, biochemical, fluorescence; r(CAG) RNA repeat, TO-PRO-1 dye displacement fluorescence; inhibition, % at 3 µM; actives 1.3% (n = 370,000);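 active = inhibition above the plate cutoff, the mean of all test compounds on that plate plus 3 SD, cut at about 35% in these data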;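 note: 0% = DMSO alone and 100% = 100 µM mitoxantrone as full dye displacement; higher means more dye released from RNA so lower well fluorescence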
NPR2 activator: human GC-B receptor activators, primary screen, HEK293 GC-B cells, cGMP TR-FRET, EC30 CNP | Atrial natriuretic peptide receptor 2 (Homo sapiens), P20594 | 0% at EC30 CNP, 100% saturating CNP | activation, % at 10 µM | actives 0.11% (n = 370,000) | AID 1920062, 2024;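 active = activation at 10 µM reaching about 35% in either raw or pattern-adjusted values, limit read from the data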
ADAM10 inh: human ADAM10 inhibitors, primary screen, biochemical, QFRET, HTS; Disintegrin and metalloproteinase domain-containing protein 10 (Homo sapiens), O14672; recombinant ADAM10, EDANS/DABCYL FRET peptide cleavage, 3 h; inhibition, % at 7 µM; actives 0.62% (n = 370,000); AID 720582, 2013;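 active = inhibition above a per-campaign cutoff equal to the mean of compounds falling between control-based bounds plus 3 SD, cut at about 20% in these data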;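 note: 0% = DMSO wells while the 100% control is not disclosed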
Target sequence (O14672 214-748 limits assumed): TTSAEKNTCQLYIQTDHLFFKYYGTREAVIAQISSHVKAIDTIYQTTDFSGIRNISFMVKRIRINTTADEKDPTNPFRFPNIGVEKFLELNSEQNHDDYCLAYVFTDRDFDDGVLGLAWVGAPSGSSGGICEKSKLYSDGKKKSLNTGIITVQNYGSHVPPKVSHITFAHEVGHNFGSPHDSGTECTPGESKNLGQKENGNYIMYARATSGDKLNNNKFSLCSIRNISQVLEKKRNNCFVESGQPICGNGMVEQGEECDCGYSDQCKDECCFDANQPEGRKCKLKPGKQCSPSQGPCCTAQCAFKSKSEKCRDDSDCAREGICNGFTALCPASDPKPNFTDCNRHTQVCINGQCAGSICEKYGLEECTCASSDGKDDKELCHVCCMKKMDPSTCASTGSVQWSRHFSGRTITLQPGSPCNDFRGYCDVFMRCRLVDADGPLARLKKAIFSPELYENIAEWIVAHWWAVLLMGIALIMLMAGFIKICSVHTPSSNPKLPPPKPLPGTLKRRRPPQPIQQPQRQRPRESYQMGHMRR
sPLA2-III inh: human group III sPLA2 inhibitors, primary screen, biochemical, QFRET, BODIPY PC-A2 liposome substrate. Group 3 secretory phospholipase A2 (Homo sapiens), Q9NZ20. QFRET BODIPY PC-A2 liposome hydrolysis, fluorescence. actives 0.56% (n = 370,000). inhibition, % at 12.2 µM;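 active = inhibition above mean plus 3 SD of compounds lying within the high and low control bounds, cut at about 19% in these data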;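 note: 0% = median of test compound wells and 100% = no enzyme DMSO wells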
GC-A act: GC-A stimulated cGMP production enhancers – HEK293 GC-A cells, cGMP TR-FRET, EC30 ANP, primary screen; Atrial natriuretic peptide receptor 1 (Homo sapiens), P16066; 0% at EC30 ANP, 100% saturating ANP; activation, % at 10 µM; actives 0.14% (n = 370,000); in the data active = activation above about 40%
ARFGAP1 inh: inhibitors of rat ARFGAP1 GAP activity, primary screen, biochemical, fluorescence polarization, GDP tracer; ADP-ribosylation factor GTPase-activating protein 1 (Rattus norvegicus), Q62848; Arfgap1-stimulated ARF1 GTP hydrolysis, GDP FP detection; inhibition, % at 16.5 µM; actives 0.26% (n = 360,000); AID 651572, 2012;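 active = inhibition above a per-plate limit, mean inhibition of low control wells plus 3 SD, cut at about 25% in these data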;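 note: 0% = DMSO wells with enzyme and 100% = wells lacking Arfgap1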
Target sequence (Q62848 1-136 limits assumed): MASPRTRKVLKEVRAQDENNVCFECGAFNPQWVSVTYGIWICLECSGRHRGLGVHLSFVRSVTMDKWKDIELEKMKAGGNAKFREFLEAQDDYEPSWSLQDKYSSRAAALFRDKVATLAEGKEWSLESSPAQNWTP
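Material: truncated rat Arfgap1 GAP domain; Incubation: compound-enzyme preincubation 20 min, reaction 120 min, detection 60 min, 25 °C; Read-out: percent inhibition of Arfgap1-stimulated GTP hydrolysis; Technique: FP, GDP Alexa 633 tracer displaced from anti-GDP antibody, 620/688 nm; Controls: No-Arfgap1 wells (100%) versus DMSO full-reaction wells (0%); Replication: single well per compound.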
DDE Tn6 FP inh: inhibitors of Tn6 peptide binding to fibrin DD(E), primary screen, biochemical, fluorescence polarization, human fibrin, Tn6 probe. Fibrin DD(E) TRITC-Tn6 fluorescence polarization displacement. Fibrinogen beta chain (Homo sapiens), P02675. actives 0.21% (n = 370,000). inhibition, % at 8.3 µM. AID 720509, 2013;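 active = inhibition above a per-campaign cutoff: mean of compounds within control limits plus 3 SD, cut at about 15% in these data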;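 note: 0% = median of all compound wells on the plate and 100% = blocking peptide control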
KLK7 zymogen act: proKLK7 zymogen activators, primary screen, biochemical, fluorescence intensity. Kallikrein-7 (Homo sapiens), P49862. purified proKLK7, EDANS-DABCYL substrate fluorescence; 100% is mature enzyme control, 0% vehicle. activation, % at 7 µM. actives 0.9% (n = 370,000). AID 652039, 2013;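 active = activation above the mean of all tested compounds plus 3 SD, computed per campaign excluding outliers beyond control limits, cut at about 13% in these data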
FXN GAA850 act: FXN promoter activators, primary screen, cell-based, luciferase luminescence, HEK293 lucGAA850; HEK293 lucGAA850 FXN promoter luciferase reporter, 24 h; percent of 10 µM SAHA response; actives 0.56% (n = 360,000); activation, % at 6 µM;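 active = activation above the average of all compounds screened plus 3 SD, cutoff fixed separately per campaign, cut at about 7.5% in these data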;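 note: 0% = DMSO wells and 100% = 10 µM SAHA wells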
ASAP1 inh: inhibitors of human ASAP1 ArfGAP activity, primary screen, biochemical, fluorescence polarization. Arf-GAP with SH3 domain, ANK repeat and PH domain-containing protein 1 (Homo sapiens), …. ASAP1-stimulated ARF1 GTP hydrolysis, GDP FP detection. inhibition, % at 16.5 µM. actives 0.19% (n = 360,000). AID 624377, 2012; in the data active = inhibition above about 25%;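 note: 0% = vehicle with enzyme and substrate and 100% = no enzyme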
Target sequence (Q9ULH1 325-724 limits assumed): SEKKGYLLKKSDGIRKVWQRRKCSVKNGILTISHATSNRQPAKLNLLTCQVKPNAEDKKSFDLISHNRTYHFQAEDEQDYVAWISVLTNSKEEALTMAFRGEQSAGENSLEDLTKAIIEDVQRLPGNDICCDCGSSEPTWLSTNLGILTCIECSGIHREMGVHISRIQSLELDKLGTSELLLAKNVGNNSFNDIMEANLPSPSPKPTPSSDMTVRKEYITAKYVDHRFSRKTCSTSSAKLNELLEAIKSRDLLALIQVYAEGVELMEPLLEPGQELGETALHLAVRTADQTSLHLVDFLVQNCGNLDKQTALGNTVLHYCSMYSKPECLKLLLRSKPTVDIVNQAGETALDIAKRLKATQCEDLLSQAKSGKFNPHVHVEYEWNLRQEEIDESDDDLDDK
Numbers without * were called inactive; x = no result given.

SMILES	rCAG binder	NPR2 activator	ADAM10 inh	sPLA2-III inh	GC-A act	ARFGAP1 inh	DDE Tn6 FP inh	KLK7 zymogen act	FXN GAA850 act	ASAP1 inh
Cc1ccc(S(=O)(=O)N2CCN(Cc3ccccc3C(F)(F)F)CC2)cc1	1	2	1	4	0	3	-5	0.0	2.5	23
COC(=O)c1sccc1NC(=O)CSc1ccccc1NS(=O)(=O)c1cc(Cl)ccc1Cl	59*	4	11	-76	2	-5	1	-0.1	-1.4	5
COCCNC(=O)Nc1ccc2nc(-c3ccco3)c(-c3ccco3)nc2c1	70*	0	-395	-8	-6	-4	-23	-88	1.6	-6
COC(=O)C(c1ccccc1)C1(O)CC(C)N(C)CC1C (configuration not stated)	0	1	-1	10	-5	-10	-5	0.3	2.3	-5
O=C(Cc1ccc(S(=O)(=O)N2CCOCC2)s1)Nc1ccccc1N1CCOCC1	5	-3	9	1	0	-11	4	0.2	0.4	-3
O=C1NC(Cc2c[nH]c3ccccc23)C(=O)N1c1ccc(F)cc1 (configuration not stated)	2	0	4	-34	-2	14	12	0.1	-1.0	14
CC(Oc1cccc2c1OC(C)(C)C2)C(=O)O (configuration not stated)	-2	3	-6	15	0	5	0	0.3	1.2	-9
COc1ccc(S(=O)(=O)N2CCOC23CCN(S(=O)(=O)c2ccc(F)cc2C)CC3)cc1	1	2	-1	0	3	5	3	0.7	1.0	8
Cc1cc(C(F)(F)F)n(-c2nc(C(=O)O)cs2)n1	1	2	-7	4	0	-2	-4	-0.3	2.9	-7
Cc1ccc2nc(C3CCN(CC(=O)N4CCCCCC4)CC3)[nH]c2c1	-1	1	-13	-2	5	-11	4	0.8	-1.9	14
CCc1ccc(/C=C2\SC(=S)N(CCCC(=O)Nc3ccc(C(=O)O)cc3)C2=O)cc1	2	-9	2	-6	6	-4	-5	-0.6	-14	4
COCCNS(=O)(=O)c1ccccc1	5	2	14	1	1	-7	-1	-0.1	0.2	-3
CCOC(=O)N(C)[C@H]1C[C@H]2c3cc(-c4ccccc4C)ccc3CCN2C[C@H]1[C@H](C)O	3	1	-150	-12	2	5	-3	0.4	x	-1
COc1ccc(C2=Nc3ccccc3N(C(=O)c3ccc(C(F)(F)F)cc3)C2C(=O)Nc2c(C)cccc2C)cc1 (configuration not stated)	9	-2	-13	5	-4	8	-9	-10	x	-9
CCOC(=O)[C@@H]1[C@H]2COc3ccc(Br)cc3[C@@H]2N2C(=O)N(c3ccc(Cl)cc3)C(=O)[C@]12C	4	4	-1	6	1	13	-5	-0.2	2.5	-3
COC(=O)CNC(=O)C(C)(C)Oc1ccc(Cl)cc1	6	-1	7	3	-1	-3	-2	-0.3	1.6	3
COc1ccc(CNC(=O)CCN2C(=O)[C@@H]3Cc4ccccc4CN3C2=O)cc1	-3	-4	-1	4	3	9	-3	-0.6	3.4	0
CC(C)C[C@H](NC(=O)c1nc[nH]c1C(=O)N(C)Cc1ccccc1)C(=O)OCc1ccccc1	-8	6	15	-28	-1	0	-7	0.7	2.5	-3
CCC(C)NC(=O)c1cn(CC)c2ccc(S(=O)(=O)N(C)C)cc2c1=O (configuration not stated)	-1	-1	-6	-3	-3	-2	0	0.6	-0.3	-22
CC(C)(C)C(=O)CN1C(=O)NC2(CCOc3ccccc32)C1=O (configuration not stated)	-3	-4	-12	6	1	3	1	0.1	-0.7	1
O=C(Nc1ccc(NC(=O)c2cccs2)cc1)c1ccc2c(c1)OCO2	-2	3	-6	-2	-1	17	1	-0.6	-8.6	-4
Cc1nn(CC(=O)O)c(C)c1N	-3	4	-5	10	-3	0	-2	-0.1	0.9	-9
Nc1[nH]c(C(=O)c2ccc(Br)cc2)c(-c2ccncc2)c1C(=O)NCCc1c[nH]c2ccccc12	9	-9	2	-43	-15	15	-6	-0.1	x	1
COc1ccccc1NC(=S)N(CCc1ccc(OC)c(OC)c1)Cc1ccccn1	-4	-5	-3	1	-6	-2	-4	0.5	0.1	3
O=C(NNCc1ccccc1)c1ccccc1	3	-6	-2	-3	1	12	-1	-0.1	3.2	-18
COc1c(C)cc(C(=O)C2CCCN(C(=O)Cn3nc(C)nc3C)C2)cc1C (configuration not stated)	-5	-4	-6	1	2	-4	3	0.0	1.3	8
Cc1ccc(-c2cc(C(=O)NCC3CCCO3)c3ccccc3n2)cc1C (configuration not stated)	-3	7	-14	2	-1	-14	8	0.3	0.3	5
CCc1ccc(C(=O)NNC(=O)c2c(CC)noc2C)cc1	2	-1	-2	-4	0	-9	0	0.6	1.1	-18
CCS(=O)(=O)Nc1ccc2c(c1)C(=O)N(C)[C@@H]1CC[C@H](CC(=O)OC)O[C@H]1CO2	0	2	-1	4	0	x	3	0.2	x	x
COc1ccccc1C(=O)N/C(=C/c1ccco1)C(=O)Nc1cccc(C(=O)O)c1	16	1	-1	1	-4	-7	2	1.1	1.7	-2
COc1ccc(Cl)cc1N(C(=O)Nc1cccc(Cl)c1)C1=NCC(C)S1 (configuration not stated)	-1	-1	7	-4	-1	-5	-3	-0.8	1.1	10
COc1ccc(C(C[N+](=O)[O-])c2c(C)cc3ccccn23)cc1 (configuration not stated)	7	-3	-6	-8	-7	-4	7	0.2	1.1	-13
COc1cccc(C(=O)N2CCN(S(=O)(=O)Cc3ccccc3)CC2)c1OC	-7	2	-4	4	6	4	-5	-0.1	-1.9	-3
COc1cccc(Cn2cccc(NC(=O)Nc3ccccc3C)c2=O)c1	-1	2	-21	-10	3	-2	5	-0.2	-3.0	-1
O=C(COc1ncnc2sccc12)Nc1ccc2c(c1)OCCO2	12	-2	4	3	1	12	-17	-0.3	0.5	-2
CCc1noc(C)c1C(=O)Nc1ccc(S(=O)(=O)N2CCC(C)CC2)cc1	-1	-4	9	-5	2	9	-2	0.5	0.3	-5
O=C(CNC(=O)c1ccc(Cl)cc1Cl)Nc1ccc(F)cc1	-3	-1	1	9	2	16	1	-0.3	1.3	-18
CCOc1ccc(S(=O)(=O)N(C)CC(=O)NCc2ccco2)cc1	-1	1	-4	-2	1	-4	0	0.2	-1.6	6
C=CCn1c(C)cc(-c2csc(N)n2)c1C	17	5	-1	5	0	3	3	-0.1	-2.5	17
Cc1ccc(C(=O)NCc2occc2C(=O)O)o1	5	2	-5	-1	2	0	0	-0.1	-0.1	-13

The last 2 records of the part before open the next one.
SMILES	rCAG binder	NPR2 activator	ADAM10 inh	sPLA2-III inh	GC-A act	ARFGAP1 inh	DDE Tn6 FP inh	KLK7 zymogen act	FXN GAA850 act	ASAP1 inh
C=CCn1c(C)cc(-c2csc(N)n2)c1C	17	5	-1	5	0	3	3	-0.1	-2.5	17
Cc1ccc(C(=O)NCc2occc2C(=O)O)o1	5	2	-5	-1	2	0	0	-0.1	-0.1	-13
O=C(NCc1ccco1)c1ccc2c(=O)n(CCC3=CCCCC3)c(=O)[nH]c2c1	4	-3	-7	2	0	-4	-4	0.7	0.9	7
Cc1cc(C)nc(N/N=C/c2c[nH]c3ccccc23)n1	-4	-8	-8	5	-2	3	-6	-0.6	5.4	11
Nc1nonc1-c1noc(-c2ccccc2Br)n1	1	-5	5	-4	8	2	0	0.4	0.5	4
COc1ccc(CNc2nc(-c3cccnc3)nn2C(=O)CC(C)C)cc1	-5	8	-2	5	9	0	3	0.3	-1.4	3
COc1ccc(CNC(=O)CNC(=O)c2c(C)nn(C)c2Cl)cc1	-1	7	4	-3	-4	0	-7	-0.1	-0.8	-10
Cc1cc(C(=O)C(=O)O)c(C)n1-c1ccc(Cl)c(Cl)c1	7	-1	-4	-3	3	-2	1	0.2	-0.3	-2
CCOC(=O)C1(C(=O)OCC)NC(=O)CC1CC(C)C (configuration not stated)	2	1	-8	3	2	-1	4	0.0	-0.4	5
COc1ccc(/C=N/NC(=O)c2nnn(-c3nonc3N)c2-c2cccs2)c(OC)c1	7	1	-35	-13	-8	-2	-9	68*	-1.4	9
COc1ccccc1-c1cnc(C(O)c2ccc(C(C)(C)C)cc2)[nH]1 (configuration not stated)	-1	-4	-5	-13	3	4	1	0.6	-0.4	-8
CCn1c(SCC(=O)Nc2ccc3c(c2)OCCO3)nnc1C(C)C	-2	-2	0	3	-1	7	-1	-0.7	-0.3	-10
Cc1cccc(OC(C)C(=O)OCC(=O)Nc2sccc2C(N)=O)c1 (configuration not stated)	9	-3	-9	0	-2	1	-1	-0.4	-2.0	-5
COC(=O)C1=NN(C(=O)c2cccc(Br)c2)C(O)(c2ccc(Cl)cc2)C1 (configuration not stated)	22	1	13	-18	2	-1	-5	0.0	2.0	3
Brc1cc2c(cc1-c1nc3ccccc3s1)OCO2	4	2	0	2	-2	0	-3	0.7	1.7	9
Cc1cc(N2CCN(C)CC2)nc2ccc(NC(=S)NCCCN3CCN(C)CC3)cc12	-10	0	-76	4	0	0	-10	5.4	-0.6	17
O=C(Cc1c(F)cccc1Cl)Nc1ncc([N+](=O)[O-])s1	4	-2	-6	2	7	1	-2	0.0	3.2	6
N/C(=N\OC(=O)c1ccco1)c1cccc(Br)c1	-1	-4	0	1	1	4	-11	0.3	6.5	-16
C/C(=N/NC(=O)COc1cc(C)ccc1C(C)C)C(=O)O	4	-2	4	-3	1	4	0	0.2	-2.9	2
COc1cnn(-c2ccc(Br)cc2)c(=O)c1SCc1ccccc1	-3	0	-1	-1	-10	-10	-5	-0.5	4.3	-11
COc1ccc(C)cc1NC(=O)CSCc1ccccc1C	-2	-6	15	-1	2	-6	5	0.7	0.5	-6
Cc1ccc(NC(=O)C(C)N=C2NS(=O)(=O)c3ccccc32)cc1F (configuration not stated)	1	-5	-1	-3	-1	38*	2	-0.5	0.8	20
CCOc1ccc(S(=O)(=O)N2CCN(CC(O)COc3cccc([N+](=O)[O-])c3)CC2)cc1 (configuration not stated)	1	-1	10	-13	-1	7	-4	0.0	3.0	8
Cc1ccc([C@@H]2CC=C(C(=O)O)[C@H](c3ccc(Cl)cc3)N2S(=O)(=O)c2ccc(C)cc2)cc1	84*	-4	6	-42	-2	-17	-10	-0.6	-2.3	2

Single entries from the entries so far:
Result of COc1ccc(/C=N/NC(=O)c2nnn(-c3nonc3N)c2-c2cccs2)c(OC)c1 under ASAP1 inh: 9
Result of N/C(=N\OC(=O)c1ccco1)c1cccc(Br)c1 under GC-A act: 1

Source: PubChem BioAssay
